Compound activity deposited in PubChem BioAssay by National Center for Advancing Translational Sciences (NCATS).
USP1-UAF1 inh – Inhibitors of USP1/UAF1: Primary Screen | Ubiquitin carboxyl-terminal hydrolase 1 (Homo sapiens), O94782 | recombinant USP1/UAF1, Ub-Rhodamine cleavage fluorescence | Potency, µM (series often up to 57.1 µM), inactives show at the top dose activity change, negative = inhibition, usual class: inhibitors | 390,000 tested, 0.23% active; further: potency means the concentration at half of the fitted maximal effect; on the % scale 0 is the no-effect control and ±100 the full control effect; nearly all actives have a fitted effect of over 60% in size; inactives centre near -12
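1 nM enzyme complex + cpd, 15 min RT; start with Ub-Rho 150nM final; kinetic fluorescence ex 480/em 540, 6 reads q60 s. Buffer 50mM HEPES pH 7.8, 0.5mM EDTA, 0.1 mg/ml BSA, 1mM TCEP, 0.01% Tween-20.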
mIDH1 inhibitor – qHTS for Inhibitors of mutant isocitrate dehydrogenase 1 (IDH1): qHTS; 390,000 tested, 0.093% active; Isocitrate dehydrogenase [NADP] cytoplasmic (Homo sapiens), O75874; IDH1-R132H enzyme, NADPH consumption, diaphorase/resazurin fluorescence; Potency, µM (doses to about 76.6 µM), for inactives: at the highest dose activity change, negative = inhibition, hits mostly inhibitors; further: potency means the concentration at half of the fitted maximal effect; on the % scale 0 is the no-effect control and ±100 the full control effect; nearly all actives have a fitted effect of over 65% in size
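IDH1-R132H (0.5 ug/mL) preincubated 30 min with compound, then NADPH (0.016 mM) and alpha-KG (2 mM) added; 80 min at RT, pH 7.5. Remaining NADPH coupled via diaphorase/resazurin to fluorescence (540/590 nm); concentration-response curves normalized to no-enzyme control.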
Pin1 inhibitor – qHTS Assay to Find Inhibitors of Pin1. Peptidyl-prolyl cis-trans isomerase NIMA-interacting 1 (Homo sapiens), Q13526. Pin1 FP peptide displacement, HiFluor488, 10 min. Potency, µM (highest dose often 115 µM), for inactives: top-dose activity, negative = inhibition, usual class: inhibitors. 390,000 tested, 0.009% active. AID 504891, 2011; active means well fitted inhibition curve with a large enough effect in the polarisation, with a control signal flat, not every such curve was filed as active; inconclusive means small, poorly fitted or top-dose-only effect, or effect the other way, or a change in a side signal; inactive means no such curve, though single readings can be large or run the other way; the % refers to the polarisation; further: potency means the concentration at half of the fitted maximal effect; on the % scale 0 is the no-effect control and ±100 the full control effect
Tb PGK inh – qHTS Assay to Find Inhibitors of Phosphoglycerate Kinase | Potency, µM (doses to about 57.5 µM), for inactives: top-dose activity change, negative = inhibition, hits mostly inhibitors | Phosphoglycerate kinase, glycosomal (Trypanosoma brucei brucei), P07378 | 380,000 tested, 0.043% active | AID 602233, 2012 | PGK/GAPDH coupled, Kinase-Glo luminescence, 60 min; further: potency means the concentration at half of the fitted maximal effect; on the % scale 0 is the no-effect control and ±100 the full control effect; nearly all actives have a fitted effect of over 60% in size
Target sequence (P07378 whole entry, looked up): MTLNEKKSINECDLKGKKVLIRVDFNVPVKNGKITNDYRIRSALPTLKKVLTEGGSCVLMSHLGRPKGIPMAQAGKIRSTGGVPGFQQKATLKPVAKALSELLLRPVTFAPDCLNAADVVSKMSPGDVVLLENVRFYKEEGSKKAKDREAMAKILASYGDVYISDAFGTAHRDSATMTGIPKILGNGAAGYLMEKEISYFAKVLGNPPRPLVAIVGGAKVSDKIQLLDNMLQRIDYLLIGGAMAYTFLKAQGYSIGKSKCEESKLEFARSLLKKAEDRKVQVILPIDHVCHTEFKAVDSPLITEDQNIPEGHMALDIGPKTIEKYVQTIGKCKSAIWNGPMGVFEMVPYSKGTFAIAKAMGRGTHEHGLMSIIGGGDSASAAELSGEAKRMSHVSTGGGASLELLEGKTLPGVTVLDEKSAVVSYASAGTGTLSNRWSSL
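Luminescent ATP detection (Kinase-Glo Plus) follows a 60-minute room-temperature incubation, with wells lacking PGK as controls. Buffer: 100 mM TEA (pH 7.6), 5 mM MgCl2, 0.01% Tween-20. Coupling enzyme GAPDH (100 nM final) supplies unstable 1,3-BPG in-well.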
TrxR1 substrate – qHTS Assay for Substrates of Mammalian Selenoprotein Thioredoxin Reductase 1 (TrxR1): qHTS. purified TrxR1 substrate turnover, NADPH consumption readout. Potency, µM (titrated, usually from 114 µM), inactives show at the top dose activity change, negative = substrate turnover. 390,000 tested, 0.01% active. AID 588456, 2011; further: potency means the concentration at half of the fitted maximal effect; on the % scale 0 is the no-effect control and ±100 the full control effect; nearly all actives have a fitted effect of over 50% in size
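Rat TrxR1, dispensed at 90 nM, was prereduced with 400 uM NADPH (final) for 5 min at ~22 deg C, then incubated with compound 15 min before 400 uM selenite. A first-read NADPH fluorescence drop versus no-compound background flagged substrates.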
PI4K2A inh – qHTS for small molecular inhibitors of PI4K2A | 420,000 tested, 0.13% active | purified PI4K2A, ADP-Glo luminescence, 1 h; active compounds read low | AID 1346378, 2018 | Phosphatidylinositol 4-kinase type 2-alpha (Homo sapiens), Q9BTU6 | activity change, negative = inhibition, % at 76.9 µM; in the data active means activity change below about -50%; inconclusive means mostly about -30% to -49%;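 further: -100% = wells without enzyme as full effect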
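PI4K2A activity was measured by ADP-Glo luminescence: enzyme (4 ug/mL stock) and phosphatidylinositol (1.2 mM stock) in Tris pH 7.5/MgCl2/EGTA/Triton X-100 buffer were reacted with ATP (300 microM stock) for one hour at ambient temperature.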
HP1b chromo inh – HTS for Inhibitors of HP1-beta Chromodomain Interactions with Methylated Histone Tails | Chromobox protein homolog 1 (Homo sapiens), P83916 | AlphaScreen HP1-beta / biotin-H3K9me3 peptide binding | Potency, µM (doses to about 114 µM), inactives show top-dose activity change, negative = inhibition, most hits filed as inhibitors | 390,000 tested, 0.56% active; further: potency means the concentration at half of the fitted maximal effect; nearly all actives have a fitted effect of over 70% in size; inactives centre near 23
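Compound inhibition of the preformed complex between 50 nM HP1-beta and 50 nM biotinylated H3K9me3 peptide was read by AlphaScreen. Buffer was PBS pH 7.4 with 0.01% Tween-20. Incubations ran 30 min at room temperature, with 10 ug/mL donor/acceptor beads.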
TrxR1 inh – qHTS Assay for Inhibitors of Mammalian Selenoprotein Thioredoxin Reductase 1 (TrxR1): qHTS; Thioredoxin reductase 1, cytoplasmic (Rattus norvegicus), O89049; recombinant rTrxR1, NADPH fluorescence consumption, selenite substrate; Potency, µM (series often up to 114 µM), for inactives: at the highest dose activity change, negative = inhibition, usual class: inhibitors; 390,000 tested, 1% active; further: potency means the concentration at half of the fitted maximal effect; on the % scale 0 is the no-effect control and ±100 the full control effect; nearly all actives have a fitted effect of over 65% in size
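Rat TrxR1 (90 nM in the dispensed reagent) was pre-reduced with 400 uM NADPH for 5 min at room temperature, then incubated with compound for 15 min. After 400 uM selenite was added, NADPH fluorescence (Ex 340/Em 450 nm) was followed for 8 min.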
GLS inh – qHTS for Inhibitors of Glutaminase (GLS); GLS enzymatic activity, qHTS titration; 410,000 tested, 0.21% active; Glutaminase kidney isoform, mitochondrial (Homo sapiens), O94925; AID 624170, 2012; Potency, µM (series often up to 45.5 µM), for inactives: top-dose activity change, negative = inhibition, usual class: inhibitors; further: potency means the concentration at half of the fitted maximal effect; on the % scale 0 is the no-effect control and ±100 the full control effect
Target sequence (O94925 whole entry, looked up, canonical isoform): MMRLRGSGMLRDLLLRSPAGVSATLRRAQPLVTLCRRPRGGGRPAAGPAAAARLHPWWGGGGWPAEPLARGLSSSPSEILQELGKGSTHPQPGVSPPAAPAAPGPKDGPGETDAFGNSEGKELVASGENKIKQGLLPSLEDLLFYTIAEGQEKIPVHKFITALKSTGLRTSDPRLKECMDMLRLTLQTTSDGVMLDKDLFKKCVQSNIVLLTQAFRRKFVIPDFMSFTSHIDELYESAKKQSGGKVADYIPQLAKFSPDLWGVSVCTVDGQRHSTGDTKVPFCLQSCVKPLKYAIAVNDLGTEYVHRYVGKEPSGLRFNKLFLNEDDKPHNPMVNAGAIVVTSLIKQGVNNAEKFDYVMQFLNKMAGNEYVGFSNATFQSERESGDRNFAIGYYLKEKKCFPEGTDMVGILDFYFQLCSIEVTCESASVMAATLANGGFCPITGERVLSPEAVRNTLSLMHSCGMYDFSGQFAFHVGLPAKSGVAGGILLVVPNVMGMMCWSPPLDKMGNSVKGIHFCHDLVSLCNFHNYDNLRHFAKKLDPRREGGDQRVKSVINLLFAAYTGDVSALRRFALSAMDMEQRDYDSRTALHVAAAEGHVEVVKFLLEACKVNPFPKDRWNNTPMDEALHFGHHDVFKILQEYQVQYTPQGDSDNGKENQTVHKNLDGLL
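Coupled fluorescence readout: glutamate oxidase/HRP/Amplex Red detect glutamate formed by hKGA from L-glutamine (1 mM solution added). Buffer 45 mM KH2PO4 pH 8.2, 0.02% Tween-20; reads at t0 and 30 min RT.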
An asterisk follows results filed as active; i = inactive; ? = inconclusive; nt = not tested or not shown; [ ] = remark or other dose. Unless noted, the call rests on the fitted dose curve; in most records, active means well fitted curve in the direction sought with a large enough effect; inconclusive means small, poorly fitted or top-dose-only effect, or another doubt; inactive means no such curve, though single readings can be large; an effect the other way counts as inactive or inconclusive. An excerpt (hit frequency here may not be typical).

SMILES | USP1-UAF1 inh | mIDH1 inhibitor | Pin1 inhibitor | Tb PGK inh | TrxR1 substrate | PI4K2A inh | HP1b chromo inh | TrxR1 inh | GLS inh
COc1ccc(C2CC(c3ccccc3)=NN2C(=O)COC(=O)c2cccc(N)c2)cc1 (configuration not stated) | -19% | -6% | 8% | -1% | 21% | 2 | -4% | 30% | 1%
COc1ccc(C2(C(=O)NCCCN3CCOCC3)CCOCC2)cc1 | -12% | 10% | -1% | i | 8% | 3 | 47% | 12% | -1%
NC(=O)c1cccc(S(=O)(=O)N2CCCCC2)c1 | 1% | 7% | 2% | i | 1% | -1 | 41%[activator] | 12% | -2%
Cc1c(C(=O)NC(C)C)oc2c1-c1[nH]ncc1CC2 | -14% | 9% | 3% | -2% | 11%[57.1 µM] | -8 | 16% | 1%[57.1 µM] | 2%
COCCNC(=O)COc1ccc(N(C)S(=O)(=O)c2ccc3ccccc3c2)cc1 | -25% | -9% | -6% | -4% | 2% | 2 | 15% | 18% | 1%
CC1CC(C(F)(F)F)n2nc(C(=O)O)cc2N1 (configuration not stated) | -9% | 9% | 0% | 3% | 10% | 4 | 26% | 23% | 4%
COc1cc(C2c3[nH]c4ccccc4c3C[C@H]3C(=O)N(C4CC4)CC(=O)N23)ccc1OC(C)C (some centres not stated) | -17% | -1% | 0% | -7% | -1% | 2 | -4% | 10% | -4%
CCN(CC)c1ccc(C(=O)NCc2ccc3c(c2)CCN3C(=O)c2ccccc2)cc1 | 4% | -5% | 12% | 10% | -4%[57.1 µM] | -3 | 16% | 7%[57.1 µM] | 0%
COc1ccc(/C=C2\SC(=S)N(CCC(=O)Nc3cccc(O)c3)C2=O)cc1OC | -18% | 2% | 4% | -6% | -3% | -1 | 9% | 5% | 1%
COc1ccc(NC(=O)Oc2ccccc2)cc1Cl | -16% | 9% | 5% | -6% | -3% | 6 | 17% | 3%[57.1 µM] | -6%
CCn1c(=O)cc(OCC(=O)Nc2ccccc2C#N)c2ccccc21 | -12% | 15% | 6% | -2% | 7% | -11 | 26% | 29% | 2%
COc1cccc(-c2csc(NC(=O)Oc3ccccc3)n2)c1 | -27% | 0% | 6% | -20% | 1%[11.4 µM] | -6 | ? | 0%[11.4 µM] | -5%
O=C(CCc1c[nH]c2ccccc12)N1CCN(S(=O)(=O)c2ccc([N+](=O)[O-])cc2)CC1 | -23% | 7% | nt | i | nt | -2 | nt | nt | 6%
CCCCc1ccc(NC(=O)C(=O)NCCN2CCN(C(=O)c3ccc([N+](=O)[O-])cc3)CC2)cc1 | -23% | 6% | -4% | -10% | 5% | 1 | -2% | 25% | ?
Cc1nnc(-c2cccc(Br)c2)c2cn(-c3ccc(Br)cc3)nc12 | -21% | -4% | ? | -5% | -4% | 1 | 14% | 3% | -6%
Cc1[nH]n(-c2ccccc2)c(=O)c1N=Nc1ccccc1 | -8% | -4% | 1% | -8% | -5%[57.1 µM] | -5 | ? | -6%[57.1 µM] | -1%
CCOc1ccc(-c2c(C)nn3c(C)c(C(=O)NCc4cccc(OC)c4)cnc23)cc1OCC | -15% | nt | 0% | nt | 0%[57.1 µM] | -1 | 2% | 19%[57.1 µM] | 10%
O=C(CSc1ccc(-c2ccccn2)nn1)N1CCCC1 | -10% | -2% | -1% | -9% | 1% | -10 | -13% | -54% | ?
NC1=NC(=O)C(Cc2cccc(Cl)c2)S1 (configuration not stated) | -15% | 3% | -4% | 7% | 7%[57.1 µM] | 2 | 39%[activator] | 19%[57.1 µM] | -15%
Nn1c(-c2ccccc2)cc(-c2ccccc2)cc1=O | 20% | -5% | -2% | 5% | -7% | 1 | 45%[activator] | -4% | 8%
Cc1cc(Nc2cccc(Cl)c2)n2ncnc2n1 | -18% | 9% | -9% | i | 6%[57.1 µM] | 3 | 59%[activator] | 16%[57.1 µM] | -5%
CCOC(CC(=O)NNC(=O)c1c(-c2c(Cl)cccc2Cl)noc1C)OCC | -20% | 10% | 0% | 0% | -3% | -7 | 39%[activator] | 2% | 1%
Cc1cccc(CSc2nnc(NC(=O)CSc3nnc(C)s3)s2)c1 | 0% | 0% | 0% | 6% | -3% | -7 | 48%[activator] | -2% | 11%
c1ccc(Nc2scc(-c3ccccc3)[n+]2Cc2ccco2)cc1 | -19% | 6% | 20% | -11% | 8% | 0 | ? | -13% | 9%
COC(=O)C1=Cc2cc(OC)cc([N+](=O)[O-])c2OC1N1CCOCC1 (configuration not stated) | -17% | -1% | -9% | 5% | 2% | -1 | 7% | 12% | -3%

(list continues)
SMILES | USP1-UAF1 inh | mIDH1 inhibitor | Pin1 inhibitor | Tb PGK inh | TrxR1 substrate | PI4K2A inh | HP1b chromo inh | TrxR1 inh | GLS inh
O=Cc1cccc(Oc2ccc([N+](=O)[O-])cc2[N+](=O)[O-])c1 | ? | 16% | -1% | i | 3% | 14 | 28% | -9% | -3%
C[C@H](CO)N1C[C@H](C)[C@@H](CN(C)Cc2ccc(Cl)c(Cl)c2)Oc2c(NC(=O)CCC(F)(F)F)cccc2C1=O | -21% | -23% | 1% | -10% | -16% | 4 | 15% | -3% | 0%
O=C(Cn1c(-c2cccs2)cc2ccccc21)NCCCN1CCN(c2ccccc2F)CC1 | -5% | 2% | -2% | 0% | 25% | 0 | 18% | -2% | 3%
O=C(Nc1ccc(F)c(Cl)c1)N1CCC2(CC1)Oc1ccccc1C(=O)N2Cc1ccccc1F | 1% | nt | 9% | nt | -2% | 1 | 33% | 19% | -2%
COc1ccc(CCNC(=O)c2c(Cl)ccc(Cl)c2OC)cc1OC | -21% | -4% | 1% | -7% | 1% | 2 | 33% | 9% | 0%
CC(C)c1ccc(NC(=O)c2cn(C3CCCC3)c(=O)c3c2c2ccccc2n3C)cc1 | -14% | -29% | 34%[activator] | i | 13% | -5 | 18% | 16% | 2%
Cc1cccc(CN2C(=O)c3ccccc3S(=O)(=O)c3ccc(C(=O)N4CCCC4)cc32)c1 | -24% | 0% | -2% | -3% | 7% | -1 | 25% | 27% | 3%
CCOC(=O)C1CCCN(S(=O)(=O)c2csc(C(N)=O)c2)C1 (configuration not stated) | -3% | 8% | -2% | 0% | 2% | 3 | 38% | 9% | 9%
Cc1ccc(C(=O)CN(CCCC(N)=O)C(=O)c2ccncc2)cc1 | 1% | -7% | 3% | 6% | 0% | -4 | 30% | 12% | 2%
C=CCn1c(SCC(=O)Nc2ccc(Br)cc2)nc(O)cc1=O | -26% | 9% | nt | i | nt | -3 | nt | nt | -5%
COC(=O)CSc1nc(Cc2ccccc2)nc2ccccc12 | -9% | 1% | -2% | 10% | 0% | -3 | 77%[activator] | 13% | 6%
COc1ccccc1CCc1nnc(CCC(=O)NCCOc2cccnc2)o1 | -4% | -1% | 0% | 4% | -9% | 1 | 30% | -15% | 1%
Cc1coc2c(C)c3oc(=O)c(CC(=O)N[C@@H](CC(C)C)C(=O)O)c(C)c3cc12 | -6% | -2% | 0% | 1% | 14% | 0 | 24% | -2% | 8%
O=C(NCc1ccco1)c1c(O)c2cccc3c2n(c1=O)CCC3 | 5% | 0% | -11% | 0% | -3% | -3 | 5% | 0% | 12%
CCOC(=O)N1CCN(C(=O)c2ccc3c(c2)sc2nc(-c4ccc(OC)cc4)cn23)CC1 | -15% | 10% | 3% | -7% | 21% | 1 | 12% | 25% | -7%
O=C(c1cccc(S(=O)(=O)N2CCCCC2)c1)N1CCOCC1 | -10% | -1% | 4% | -9% | 9% | -2 | 14% | 2% | -2%
CCCNC(=O)[C@H](Cc1c[nH]c2ccccc12)NC(=O)c1ccccc1Cl | -18% | 5% | 9% | -4% | 6% | 3 | 19% | 17%[57.1 µM] | -2%
Cc1csc(NC(=O)CSc2ccc(-c3ccccc3)nn2)n1 | -13% | 4% | 2% | 8% | 4%[57.1 µM] | -18 | 14% | 3%[57.1 µM] | -1%
CCOc1ccc2nc(NC(=O)C3CCCN(S(=O)(=O)c4cccs4)C3)sc2c1 (configuration not stated) | -4% | 4% | 20% | -10% | 8%[57.1 µM] | -19 | -16% | 33%[activator][57.1 µM] | 10%
O=C(O)CN1C(=O)/C(=C\c2cccc(OCc3ccc(F)cc3)c2)SC1=S | ? | -6% | -2% | -9% | -2% | -2 | -9% | 5% | 2%
